# HIV peptide binding = inhibitors of HIV fusion peptide binding, primary screen, biochemical, uHTS, fluorescence dequenching (AID 1986); inhibition, % at 20 µM; hits with a dose series show IC50 in µM; actives 0.3% (n = 290,000); cell-free peptide binding, fluorescence dequenching, 30 min; higher % means a stronger effect; in the data active means inhibition mostly above about 52%, no sharp cut-off; inactive means mostly below about 76%; further: some results filed as inactive read as strong as hits
# MT stabilize HCS = microtubule stabilizers in HeLa cells | HeLa tubulin immunostaining HCS, 24 h; share of cells brighter than vehicle mean+2SD | % tubulin-high responders, % at 10 µM | actives 0.83% (n = 200,000) | AID 2205;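 active means plate Z-score above 3 for both tubulin-high and condensed-nucleus cell shares, with cell loss under 80%, at 10 µM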;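 further: anti alpha tubulin signal scored within the nucleus-defined area of each cell; some results filed as inactive read as strong as hits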
# Dynein transport = blocks dynein driven cargo transport along microtubules; 3617.4 mouse cells, GR-EGFP nuclear translocation imaging; test concentration mostly 20 µM; stimulated with dexamethasone, 1 µM; active compounds read low; z-score, hits read low; actives 0.47% (n = 220,000); AID 1381;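 active means plate z-score of nuclear minus cytoplasmic receptor signal below a set negative limit, without overly bright fluorescence or cell loss, cut at about -3.5 in these data, passing the limit was not always enough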;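 further: z-score of nuclear minus cytoplasmic ring GR-EGFP intensity difference per well; some compounds called inactive have numbers as strong as hits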
#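 Medium: Induction medium lacking tetracycline, stripped serum | Probe or stimulus: 1.0 µM final dexamethasone stimulus | Schedule: 48 h induction, then 1 h compound, then 30 min agonist, 37 °C | Signal: Automated 10x imaging of fixed Hoechst-stained cells | Evaluation: Per-cell GR-EGFP intensity, nucleus versus surrounding cytoplasmic ring, well-averaged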
# Ins promoter up = MIN6 insulin promoter up-regulation | MIN6 insulin promoter-GFP reporter, high-content imaging; active compounds read high | z-score at 5 µM | actives 0.3% (n = 190,000) | AID 1625;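 active means z-score above 3 at 5 µM with at least 500 cells counted in the well; inconclusive means wells under 500 cells, flagged as cytotoxic or low count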
# Yfh1-depleted yeast = enhancers of respiration in Yfh1-depleted yeast, dose response, Friedreich's ataxia, plus single-dose screen (AID 1465); one-dose fold induction at 50 µM; EC50 in µM for titrated hits; actives 0.074% (n = 220,000); S. cerevisiae Yfh1-off respiration, WST-1 reduction, 72 h; higher fold induction means a stronger effect;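 active means fold induction of absorbance versus untreated yeast above a set limit, then at least 30% activation at any dose in follow-up; inconclusive means repeats straddling the limit, or above it without dose testing; inactive means fold induction below the set limit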;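 further: activators that raise dye reduction in frataxin-depleted yeast; strong numbers were not always called active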
# WT yeast gro inh = growth inhibition of WT yeast, mitochondrial fusion screen. inhibition, % at 10 µM. actives 2.1% (n = 190,000). mitochondrial fusion phenotypic screen, WT strain; in the data active means inhibition above about 58%; tested in S. cerevisiae
# AID2073 = disruptors of CaV2.2 binding to Mint1 – biochemical, HTRF (AID 2073); HTRF protein-protein interaction, Mint1-CaV2.2; higher % means a stronger effect; inhibition, % at 20 µM, or IC50 in µM where a hit was titrated; actives 0.19% (n = 290,000); in the data active means inhibition mostly above about 51%, no sharp cut-off; inconclusive means no clear call, values can overlap the other calls; inactive means mostly below about 53%; further: some results filed as inactive read as strong as hits
# bCat nuc transl = modulators of beta-catenin nuclear translocation. actives 0.3% (n = 190,000). nuclear translocation activity, % at 5 µM. HeLa beta-catenin nuclear translocation, immunofluorescence imaging;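 active means nuclear translocation activity above 50% at 5 µM, with a well cell count of 50 or more; inconclusive means wells under 50 cells across six images, flagged as toxic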;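 further: per-cell ratio of nuclear to cytoplasmic median beta-catenin stain intensity; plate controls were DMSO negative control for no effect and GSK-3 inhibitor IX positive control for full effect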
#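 Test system: HeLa cells, endogenous beta-catenin; Compound: single 5 µM dose plus 0.02–20 µM confirmation series; Times: compound exposure 24 h at 37°C; Signal: fluorescence imaging of beta-catenin antibody stain plus DAPI; Read-out: % activation, nuclear-to-cytoplasmic median beta-catenin signal ratio per cell.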
# Autophagy mod = modulators of autophagy; MEF GFP-LC3 puncta imaging; test concentration mostly 10 µM; calls only at 10 µM (by protocol); actives 0.98% (n = 190,000); AID 463193;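 active means percentage of spot-positive cells more than 3 SD above its plate mean, without a fluorescence outlier flag or 80% toxicity; inconclusive means no clear call, values can overlap the other calls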;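 further: spot-positive cell cutoff set from DMSO-treated cells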
# WT yeast gro inh mutant strain = second read-out of WT yeast gro inh, no call of its own (marks repeat the call); inhibition, %; mitochondrial fusion phenotypic screen, mutant strain inhibition
# Dynein transport cytoplasmic EGFP = further read-out of Dynein transport, marked with its call; z-score; measured here: cytoplasmic GR-EGFP intensity; active compounds read high
# Dynein transport nuclear GR-EGFP = recorded beside Dynein transport, whose call it bears; z-score; measured here: nuclear GR-EGFP intensity;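 lower value marks the stronger effect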
# Dynein transport cell count = recorded beside Dynein transport, whose call it bears; z-score; measured here: cell count per field
# Ins promoter up cell count = also measured in Ins promoter up; calls as there; cell count; measured here: cytotoxicity, nuclei count;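 total cells summed across four imaged fields per well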
# bCat nuc transl cell count 5 µM = recorded beside bCat nuc transl, whose call it bears; cell count; measured here: cell count, cytotoxicity flag
# MT stabilize HCS Hoechst-high % = further read-out of MT stabilize HCS, marked with its call; % Hoechst-high responders; measured here: nuclear condensation Hoechst responders;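 share of cells brighter than vehicle mean plus two SD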
# MT stabilize HCS cytotoxicity % = second read-out of MT stabilize HCS, no call of its own (marks repeat the call); toxicity, %; measured here: cytotoxicity by cell density;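 0% = mean cell density of plate MIN control wells and 100% = no cells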
# Autophagy mod cell loss 18 h = further read-out of Autophagy mod, marked with its call; toxicity, %; measured here: cell loss, nuclei count;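 cell loss after 18 h compound exposure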
# An asterisk follows results filed as active; i = inactive; ? = inconclusive; . = no result given.
SMILES,HIV peptide binding,MT stabilize HCS,MT stabilize HCS Hoechst-high %,MT stabilize HCS cytotoxicity %,Dynein transport,Dynein transport cytoplasmic EGFP,Dynein transport nuclear GR-EGFP,Dynein transport cell count,Ins promoter up,Ins promoter up cell count,Yfh1-depleted yeast,WT yeast gro inh,WT yeast gro inh mutant strain,AID2073,bCat nuc transl,bCat nuc transl cell count 5 µM,Autophagy mod,Autophagy mod cell loss 18 h
COc1cccc(OC)c1OCCCCN1CCCC1,-0.7%,2.2,1.7,9.8,0.566,-0.173,0.247,-0.326,-0.06,1670,i,66.3*,4.6*,-11.8%,-0.2,1308,i,-0.8
OCCN(Cc1ccccc1)Cc1ccc(C(F)(F)F)cc1,-1.7%,2.1,2.9,9.9,-0.469,-0.0674,-0.266,-3.42,.,.,i,-2.2,27.7,-5.8%,.,.,i,1.4
COc1ccc(-c2nc(SC(CC(=O)NCCO)c3cccs3)n[nH]2)cc1 (stereo not drawn),-0.3%,3.9,2.0,12.4,1.11,-0.327,0.317,-0.949,-0.16,1589,i,1.9,8.7,-8.0%,-2.7,1041,i,2.7
COc1cc(C(=O)O/N=C(\N)Cc2ccc([N+](=O)[O-])cc2)cc(OC)c1OC,0.2%,.,.,.,-1.56,-0.232,-0.705,0.703,-0.51,1113,i,.,.,3.0%,0.9,984,.,.
COCCNC(=O)c1c[nH]n2c(=O)cc(C3CCN(C(=O)OC(C)(C)C)CC3)nc12,-0.9%,0.5,2.6,8.0,1.25,-0.152,0.839,-0.896,1.07,908,i,-1.0,-6.3,2.0%,.,.,i,-2.0
Cc1cc(CN2C(=O)c3ccccc3C2=O)no1,1.6%,13.8,2.4,4.4,0.0338,-0.35,0.135,0.278,-0.27,1829,.,-1.0,-2.1,-0.5%,-3.9,1156,i,0.7
C/C(=N\Nc1ccc(Cl)cc1)c1c(O)cc(C)oc1=O,9.2%,2.1,2.0,7.1,-0.703,-0.212,-0.323,0.418,-0.34,1297,i,19.5,10.6,-9.7%,-3.8,1067,i,-14.2
CC1(C)SC(=S)N(/N=C/c2ccccc2O)C1N(O)C(=O)Nc1ccccc1 (stereo not drawn),0.4%,.,.,.,0.151,-0.25,0.0117,0.282,-0.02,1056,i,.,.,12.5%,0.9,1256,.,.
CS(=O)(=O)c1ccc(Cl)c(NC(=O)c2cccc(Br)c2)c1,1.8%,2.3,2.7,1.9,0.295,0.112,0.0806,-0.0265,-0.01,1329,i,16.6,10.2,0.7%,0.4,950,i,1.4
Clc1ccc(-c2c[n+](Cc3ccc(Cl)cc3Cl)c3n2CCCCC3)cc1,-3.2%,.,.,.,-0.12,-0.272,-0.159,0.461,-2.12,624,i,.,.,-7.9%,-1.2,1293,.,.
O=C(CSc1ccc(Cl)cc1)N1CCCC1,-0.6%,5.8,3.6,4.7,-0.758,-0.24,-0.0824,1.13,-0.1,1463,i,-11.8,17.1,-2.6%,-0.7,1531,i,11.8
Cn1c(N)c(C(=O)COC(=O)CCc2ccccc2)c(=O)n(C)c1=O,-0.7%,4.3,1.8,6.4,-0.764,-0.0985,0.253,0.693,0.21,1146,i,0.3,12.4,1.8%,0.2,1032,i,17.9
O=C(NCCc1ccccc1)c1cc(S(=O)(=O)N2CCOCC2)ccc1F,-2.9%,2.5,1.3,6.2,-0.795,0.116,-0.187,1.31,0.22,760,i,-5.6,-3.6,-10.3%,2.6,1140,i,-11.5
COc1ccc(-n2nnc3c(=O)n(CC(=O)OCc4ccccc4)cnc32)cc1,-0.8%,1.7,1.8,6.0,-0.278,-0.191,0.079,0.0689,0.35,1810,i,3.3,-9.4,-2.6%,-1.2,1053,i,-4.9
Cc1[nH]c(=S)[nH]c(=O)c1CCOc1ccccc1,-0.8%,12.4,5.5,9.3,-0.82,-0.327,-0.282,1.8,0.04,1591,i,-11.3,-22.9,-1.3%,0.7,1458,i,-34.6
O=C(CSc1nc2ccc([N+](=O)[O-])cc2[nH]1)NC1CCCC1,2.0%,5.1,2.0,1.7,2.12,-0.172,1.26,-2.76,-0.67,1431,i,11.5,12.6,0.6%,1.6,1077,i,11.9
O=C(Nc1ccccc1)c1nn(-c2cccc(C(F)(F)F)c2)ccc1=O,-0.1%,3.2,1.8,5.0,-0.747,-0.191,0.246,0.495,1.26,1562,i,21.6,22.4,?,-4.6,1130,i,2.4
CCC(=O)Nc1ccccc1C(=O)OCc1ccc(C(=O)c2ccccc2)cc1,-3.7%,2.1,2.2,8.3,0.248,0.0424,0.678,1.29,-1.53,1304,i,0.5,-0.7,9.4%,-0.4,1385,i,-15.9
CC(=O)NCCc1nc2ccccc2n1Cc1cccc(C)c1,0.0%,.,.,.,0.162,-0.107,0.702,-0.131,0.6,1017,i,.,.,-5.4%,0.1,1317,.,.
O=C(NCC1CC1)Nc1cccs1,1.9%,.,.,.,0.781,-0.18,0.888,-0.562,-0.21,1144,i,.,.,-2.6%,0.5,1340,.,.
Cc1cc(C)c2nc(SCC(=O)NCC3CCCO3)c(C#N)cc2c1 (stereo not drawn),-1.3%,1.9,1.0,8.0,-0.262,-0.16,-0.205,0.0582,.,.,i,-2.3,-11.1,-13.3%,-0.1,1544,i,-7.0
Cc1ccc(Cl)cc1N1CCN(C(CC(C)C)c2nnnn2CC2CCCO2)CC1 (stereo not drawn),-1.0%,3.8,1.4,7.8,-0.485,-0.136,0.181,-0.0992,0.19,889,i,10.5,-12.4,-4.2%,0.4,1008,i,-14.4
CCN(C(=O)COC(=O)c1c2c(nc3ccccc13)/C(=C/c1ccccc1)CC(C)C2)C1CCS(=O)(=O)C1 (stereo not drawn),-1.2%,4.6,4.6,2.5,-1.11,-0.306,-0.871,1.19,-1.19,1129,i,32.2,24.9,1.5%,2.0,902,i,-3.5
Cc1cccc(N2C(=O)/C(=C\c3ccc(OC(F)F)cc3)c3ccccc3C2=O)c1,10.6%,4.6,2.2,7.4,-1.04,-0.159,-0.596,-0.28,0.26,1516,i,6.8,10.4,6.0%,-2.0,1128,i,9.9
CN(C)S(=O)(=O)N(CC(=O)Nc1ccccc1)c1ccccc1,1.3%,3.9,1.7,6.3,-0.474,-0.128,-0.661,-0.0796,.,.,i,-16.6,16.2,-3.5%,2.0,1211,i,-2.5
CC(=O)Cc1nsc(NC(=O)c2cc(-c3cccc(C(F)(F)F)c3)oc2C)n1,4.4%,2.8,2.5,3.3,-1.22,-0.0234,-1.18,0.729,-0.98,1347,i,-13.1,-10.3,9.8%,.,.,i,-6.1
Cc1cc(C)n2nc(CC(=O)NC3CCCCCC3)nc2n1,4.4%,2.6,2.5,8.9,0.273,-0.204,0.235,0.231,1.95,1321,i,8.7,15.9,-6.3%,-2.2,834,i,-6.8
O=C(O)CSc1ncccc1C(=O)O,-0.6%,2.0,1.2,7.8,0.451,-0.186,0.321,-0.0731,0.37,1325,i,12.0,15.5,-1.0%,0.4,884,i,3.7
CC1=CC(=O)c2c(O)ccc(O)c2C1=O,68.3%*,4.1,1.7,10.7,-3.93*,2.08*,-1.93*,-1.08*,?,.,i,34.8,5.7,85.1%*,-1.3,943,i,7.9
COc1ccc(S(=O)(=O)N[C@@H](Cc2ccccc2)C(=O)N2CC[C@@]3(O)CCCC[C@H]3C2)cc1,-0.6%,5.3,3.5,4.2,0.0691,-0.289,-0.598,-0.477,.,.,i,-22.8,-11.8,-4.9%,-2.0,927,i,-3.8
O=C1N=C(N2CCCCC2)SC1=C1CCCC1,0.5%,5.3,3.3,10.4,-0.475,-0.293,-0.15,0.205,0.34,885,i,16.5,23.1,-3.4%,-0.2,1120,i,-8.8
Cc1cc(C)c(NC(=O)CS(=O)CC(=O)NC2CCCc3ccccc32)c(C)c1 (stereo not drawn),1.8%,3.2,2.4,5.4,0.257,-0.168,-0.0511,1.33,.,.,i,5.1,12.8,1.7%,-3.9,1187,i,-31.3
Oc1ccc(F)c2cccnc12,-2.4%,1.8,1.3,3.3,-0.472,-0.0198,-0.0338,-0.432,-0.26,1386,i,8.9,10.8,-7.4%,-3.8,979,i,10.8
COCCNC(=O)C1CC(c2ccccc2[N+](=O)[O-])=NO1 (stereo not drawn),-1.7%,2.1,1.3,1.4,-0.495,-0.163,-0.314,0.499,-0.43,1478,i,15.7,6.0,-2.7%,-2.1,1359,i,4.6
COc1ccccc1-c1nnc(N)s1,-0.8%,4.9,1.7,8.5,-0.588,-0.242,0.171,0.873,-0.18,1340,i,-16.0,-9.9,-18.9%,-2.7,1037,i,-7.3
O=C1C(=Cc2cccs2)C(=O)c2ccccc21,5.5%,2.5,1.8,3.9,-0.172,-0.0579,0.122,0.152,-0.28,1289,i,-11.6,17.5,6.5%,.,.,i,10.4
COC(=O)c1sc(C(F)(F)F)c(-c2ccccc2)c1S(=O)(=O)NC(C)(C)C,-1.3%,.,.,.,-0.0881,-0.249,-0.121,0.623,.,.,i,.,.,-1.2%,-1.2,1118,.,.

# Compound activity deposited in PubChem by several laboratories.
